# Tn7 DDE FP: inhibitors of Tn7 peptide binding to fibrin DD(E), primary screen, biochemical, fluorescence polarization, human fibrin, Tn7 probe. 370,000 tested, 0.13% active. inhibition, % at 8.3 µM. Fibrinogen beta chain (Homo sapiens), P02675. FP displacement of FITC-Tn7 peptide from fibrin DD(E); 0% = median of compound wells per plate;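 active = inhibition above the mean of compounds falling within the control limits plus 3 SD of them, cut at about 14% in these data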;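 note: 0% = plate median of compound wells and 100% = 10 µM Aha-Tn7 peptide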
#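 Measure: % inhibition scaled between sample-field median and high-control FP; Test system: human fibrin DD(E); Quantity: 2 µM final DD(E) protein; Doses: one dose, 8.3 µM nominal; Schedule: compound with protein 10 min, then 3 h after probe, room temperature; Detection: fluorescence polarization; Medium: Tris buffer with calcium and detergent, pH 7.8.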
# PRMT1 FP inh: PRMT1 methyltransferase inhibitors, primary screen, biochemical, fluorescence polarization; Protein arginine N-methyltransferase 1 (Homo sapiens), Q99873; recombinant PRMT1, activity-based probe fluorescence polarization; inhibition, % at 2.79 µM; 370,000 tested, 1.3% active;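 active = inhibition above about 21% made by adding two undisclosed values, limit read from the data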
# Target sequence (Q99873 whole entry, looked up): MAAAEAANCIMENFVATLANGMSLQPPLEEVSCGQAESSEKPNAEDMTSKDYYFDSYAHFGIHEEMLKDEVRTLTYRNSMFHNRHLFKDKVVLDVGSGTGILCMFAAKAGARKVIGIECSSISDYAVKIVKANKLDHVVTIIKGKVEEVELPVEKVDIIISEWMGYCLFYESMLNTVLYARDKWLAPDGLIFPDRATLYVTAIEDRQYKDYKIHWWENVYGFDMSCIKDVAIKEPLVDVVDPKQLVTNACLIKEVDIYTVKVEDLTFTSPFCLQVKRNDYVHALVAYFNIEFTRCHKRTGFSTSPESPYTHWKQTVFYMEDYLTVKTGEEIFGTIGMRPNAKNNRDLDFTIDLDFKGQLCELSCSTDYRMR
# SIAE inh: human SIAE inhibitors, primary screen, biochemical, fluorescence polarization, FP-Rh probe, 1536-well HTS | inhibition, % at 9.66 µM | SIAE FP-Rh probe binding | AID 1053197, 2014 | 370,000 tested, 0.69% active;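 active = inhibition above a cutoff: mean of compounds within the control limits plus 3 SD of those, cut at about 17% in these data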;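 note: 0% = plate median of compound wells and 100% = probe without SIAE protein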
# PG9 Ab binder: binders of HIV-1 gp120 antibody PG9, primary screen, biochemical, TR-FRET; HIV-1 gp120 / PG9 antibody interaction; TR-FRET gp120-PG9 antibody binding; inhibition, % at 6.7 µM; 360,000 tested, 0.43% active; in the data active = inhibition above about 8.5%
# LEDGF integ inh: blockers of LEDGF/p75-dependent integrase strand transfer – biochemical, TR-FRET, high throughput, primary screen | HIV-1 integrase (with human LEDGF/p75) | inhibition, % at 3.7 µM | TR-FRET IN-LEDGF/p75 DNA integration, Eu/Cy5 | 370,000 tested, 0.64% active;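 active = inhibition above the screen-wide mean plus 3 SD, cut at about 13% in these data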;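 note: signal is the Cy5 over europium emission ratio at 671 and 618 nm; 0% = plate median of compound wells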
# TDP2 absorb: human TDP2 enzyme inhibitors, primary screen, biochemical, epi absorbance, recombinant enzyme; 370,000 tested, 0.34% active; T5PNP hydrolysis, p-nitrophenol absorbance 415 nm; inhibition, % at 12.8 µM; Tyrosyl-DNA phosphodiesterase 2 (Homo sapiens), O95551;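 active = inhibition above the mean of all tested compounds plus 3 SD, set per campaign, cut at about 25% in these data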;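 note: 0% = DMSO with enzyme and 100% = buffer with substrate but no TDP2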
# Target sequence (O95551 whole entry, looked up): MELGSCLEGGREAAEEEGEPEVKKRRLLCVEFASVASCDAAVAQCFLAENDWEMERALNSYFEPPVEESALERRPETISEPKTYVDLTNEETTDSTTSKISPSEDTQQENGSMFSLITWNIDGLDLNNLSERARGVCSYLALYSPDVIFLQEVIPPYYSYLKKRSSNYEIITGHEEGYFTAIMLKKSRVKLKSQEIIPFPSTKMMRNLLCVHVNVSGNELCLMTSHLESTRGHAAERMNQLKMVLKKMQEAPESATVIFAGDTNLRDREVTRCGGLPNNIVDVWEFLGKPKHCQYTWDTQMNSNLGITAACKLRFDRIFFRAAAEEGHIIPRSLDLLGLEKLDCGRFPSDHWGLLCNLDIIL
#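 System: recombinant human TDP2 / Amount: 120 nM TDP2 per well / Also added: 5 mM T5PNP chromogenic substrate / Doses: 12.8 µM single point, 1% DMSO / Incubation: 2 h at 37 °C / Detection: p-Nitrophenol epi absorbance / Evaluation: % inhibition relative to enzyme-containing and enzyme-free wells / Repeats: singlicate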
# HTRA1 inh: HTRA1 serine protease inhibitors, primary screen, biochemical, fluorescence polarization, HTS. 340,000 tested, 0.5% active. inhibition, % at 5.96 µM. Q92743. recombinant HTRA1, FP-rhodamine activity-based probe. AID 504803, 2011; in the data active = inhibition above about 36%;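 note: 0% = enzyme with DMSO and 100% = wells lacking enzyme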
# TCR-CD3 inh: inhibitors of human TCR-CD3 interaction, primary screen, biochemical, fluorescence, TAMRA-labeled TCR probe; inhibition, % at 9.4 µM; 360,000 tested, 0.37% active; T-cell receptor (TCR); in the data active = inhibition above about 19%;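 note: recombinant mutant TCR 2C K166C tagged with TAMRA read by polarization; 0% = receptor in buffer alone and 100% = receptor with positive control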
# mABHD4 FP: ABHD4 inhibitors, primary screen, biochemical, fluorescence polarization, mouse | 370,000 tested, 0.54% active | inhibition, % at 8.92 µM | purified mABHD4, FP-Rh probe fluorescence polarization | AID 720543, 2013;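 active = inhibition exceeding the mean over every tested compound plus 3 SD, cut at about 30% in these data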;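 note: 0% = plate median of compound wells and 100% = S159A mutant with DMSO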
# Target sequence (Q8VD66 whole entry, looked up): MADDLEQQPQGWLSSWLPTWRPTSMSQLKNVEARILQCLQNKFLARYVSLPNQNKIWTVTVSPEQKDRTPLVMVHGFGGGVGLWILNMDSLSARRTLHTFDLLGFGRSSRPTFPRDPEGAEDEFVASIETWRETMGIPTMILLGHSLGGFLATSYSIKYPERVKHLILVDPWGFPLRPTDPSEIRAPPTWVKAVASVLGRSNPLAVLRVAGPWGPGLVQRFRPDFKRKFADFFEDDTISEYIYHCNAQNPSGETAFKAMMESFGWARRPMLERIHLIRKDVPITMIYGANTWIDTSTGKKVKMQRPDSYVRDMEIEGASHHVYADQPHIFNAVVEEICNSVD
#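 Assay system: wild-type mouse ABHD4 protein; compound: single nominal dose of 8.92 µM, 0.89% DMSO final; schedule: 45 min + 60 min at 25 °C; measured by: FP readout, ex 525 nm / em 598 nm; evaluation: % inhibition of FP-Rh probe binding versus controls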
# UHRF1 binding: UHRF1 methylated DNA binding inhibitors, primary screen, counter-screen for MBD2 inhibitor project, biochemical, TR-FRET, human UHRF1, single concentration; E3 ubiquitin-protein ligase UHRF1 (Homo sapiens), Q96T88; UHRF1 binding to methylated oligo; 370,000 tested, 0.75% active; inhibition, % at 4.4 µM; in the data active = inhibition above about 21%;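 note: UHRF1 SRA domain binding a hemimethylated CpG hairpin DNA probe; 0% = median of test compound wells and 100% = reference inhibitor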
# Active calls of the source: *; x = no result given. No enrichment for hits, and some 4.2% of all compounds hit somewhere here.
SMILES,Tn7 DDE FP,PRMT1 FP inh,SIAE inh,PG9 Ab binder,LEDGF integ inh,TDP2 absorb,HTRA1 inh,TCR-CD3 inh,mABHD4 FP,UHRF1 binding
CN(Cc1ccccc1)C(=O)COC(=O)CNS(=O)(=O)c1ccc2ccccc2c1,6,-3,-3,-0.4,1,12,-6,7,-2,1
CC(NC(=O)c1ccccc1NC(=O)c1ccco1)C(=O)O (centres undefined),-5,4,-10,0.8,0,-6,5,-8,8,4
O=C(CSc1ccc2nnc(-c3ccccn3)n2n1)Nc1ccccc1F,-2,0,-8,-1.9,-1,-8,4,-2,-3,1
COc1cc(NC(=O)Nc2cccc(Cl)c2)c(C(=O)O)cc1OC,6,0,2,0.5,-2,13,0,-4,8,0
Cc1cc(N(C)C)ccc1N=Nc1ccc(N)cc1,5,-1,-3,-1.1,5,3,10,-1,-5,-9
O=C(Nc1ccccc1N1CCCCC1)c1ccc(-c2ccc(Cl)cc2)o1,-6,3,4,1.3,7,-5,-41,8,5,0
C#CCNC(=O)C[C@@H]1C[C@@]2(C(=O)OCC)CCC=C2N(CCC2=CCCCC2)C1=O,-1,4,-4,2.1,-2,5,x,-5,2,1
O=C(CNCc1ccc(Cl)cc1)NCc1ccco1,0,-4,4,1.1,0,17,-7,4,9,-1
CCOC(=S)SCC(=O)Nc1nc(C)c(C)s1,5,50*,3,0.3,-8,-2,3,-7,8,4
C=CCNc1nnc(SCC(=O)Nc2ccccc2OC)c2ccccc12,7,0,-6,2.2,-3,-14,-10,3,5,-1
CCN1C(=O)/C(=C/N2CC(C)CC(C)C2)SC1=S (centres undefined),-6,2,2,-1.9,0,-1,0,-3,0,3
Cc1ccc(C(=O)OCC(=O)N2CCCC2)cc1,3,3,8,-0.1,2,4,11,-6,0,2
O=C(COc1ccc(Cl)cc1Br)NC1CC1,-1,-2,-1,0.7,-1,-1,-6,-5,-4,0
Cc1cccc2cc(CN(CCCO)C(=O)Nc3ccc(Cl)cc3)c(=O)[nH]c12,-11,-1,-2,-1.1,1,-6,-27,4,-11,-3
Cc1cnc(-c2nc3ccccc3n2C(C(=O)NC(C)(C)C)c2cc3ccccc3o2)cn1 (centres undefined),1,-2,-4,-0.1,-4,8,x,-5,-9,5
CCOc1ccccc1N(C)C(=O)c1cn(C)c(=O)c2ccccc12,0,-2,3,-2.5,8,-4,5,-3,-2,-1
Cn1c(CNC(=O)c2ccco2)nnc1SCC(=O)c1ccc(Br)cc1,-3,3,-2,-1.3,0,-5,1,8,0,0
O=C1C=CC(=O)N1CCNc1ncc(C(F)(F)F)cc1Cl,-5,92*,4,1.2,-2,-8,-3,-5,9,-1
O=C(Cc1ccc(Cl)c(Cl)c1)Nc1ccc(SC(F)F)cc1,-4,8,-54,-0.5,-1,6,-28,-9,-39,-2
CC(C(=O)Nc1ccc(C#N)cc1)N(C)Cc1cccs1 (centres undefined),0,4,-8,-0.7,-3,-7,-8,-1,-6,1
CCNC(=S)N/N=C(\C)c1ccc2ccccc2c1OC(F)F,2,4,7,-1.5,-2,3,-32,0,-9,-3
O=C(N/C(=C/c1ccc(Br)cc1)C(=O)N1CCCC1)c1ccccc1F,4,-2,-1,-1.1,1,8,0,3,-6,-4
O=C(COc1ccc(Br)cc1)OCC(=O)c1ccc[nH]1,3,4,-5,1.3,-6,-4,-1,-7,2,4
CCOc1ccc(-n2c(SCC(N)=O)nc3c([nH]c4ccccc43)c2=O)cc1,-1,0,1,1.6,-3,0,-1,-7,3,2
N#CC1=C2SCC(O)(c3ccccc3)N2C(=O)CC1c1cccs1 (centres undefined),5,0,-5,0.3,2,-8,-7,-6,-12,19
Cc1cccc(OCC(=O)NN2C(=O)C3C4C=CC(O4)C3C2=O)c1 (centres undefined),7,1,-3,-2.2,-4,8,10,3,6,0
CCc1ccc(NC(=O)c2ccc3nc(N)sc3c2)cc1,2,2,-27,2.2,3,7,-27,-6,-30,0
COc1cc(S(=O)(=O)N2CCCCCC2)ccc1-n1cnnn1,2,0,2,1.5,1,4,-5,-4,5,13
CC(NC(=O)COC(=O)c1cccs1)c1ccccc1 (centres undefined),-8,2,5,0.2,-1,-2,2,7,-5,-1
COc1cccc(NC(=O)CN(C)C(=O)Cn2[nH]c(=O)c3ccccc3c2=O)c1,5,-3,1,-0.3,-3,0,2,2,2,1
CN(C(=O)CN1CCC(NC(=O)C2CCCCC2)CC1)C1CCCCC1,1,2,6,-1.0,-4,-3,0,1,-1,4
CN(C)c1cccc(NC(=O)C2(C)Cc3c(-c4cccnc4)ccnc3O2)c1 (centres undefined),2,4,2,-1.4,-7,-9,x,-5,2,1
Cc1ccc(CNC(=O)CNS(=O)(=O)c2ccc3nc(C)sc3c2)cc1,3,6,-5,2.1,-3,3,0,-1,-10,2
O=C(O)CCCn1cc(NC(=O)COc2ccc(F)cc2F)cn1,-11,-1,-1,-0.9,2,-6,1,0,5,2
CC(C)n1cc(C(=O)NC2CC(C)(C)Cc3c2cnn3-c2ccccc2)cn1 (centres undefined),3,-5,2,-0.9,5,-14,4,-7,-4,-1
CCOC(=O)Cc1nc2cc(Cl)ccc2o1,-1,-3,0,-1.4,-2,4,1,7,-2,-2
CC(=O)c1ccc(NC(=O)COC(=O)C2CCN(S(=O)(=O)c3cccs3)CC2)cc1,6,-4,-3,3.0,-2,5,1,1,0,1
CC(=O)Nc1ccc(NC(=O)C(C)OC(=O)C2(c3ccccc3F)CCCC2)cc1 (centres undefined),-3,0,-1,0.3,-4,-6,-2,-5,5,-1
CCOc1ccccc1C(=O)NCC(=O)Nc1ncccc1C,5,3,5,-2.0,-5,4,6,-7,1,2
O=C(CSc1nc(=O)n(Cc2ccccn2)c2c1CCC2)Nc1ccc(F)cc1F,1,0,-8,-0.9,3,-16,-1,-16,-5,1

# Compound profiles (already shown):
# CC(=O)Nc1ccc(NC(=O)C(C)OC(=O)C2(c3ccccc3F)CCCC2)cc1 (centres undefined) is listed as Tn7 DDE FP = -3; PRMT1 FP inh = 0; SIAE inh = -1; PG9 Ab binder = 0.3; LEDGF integ inh = -4; TDP2 absorb = -6; HTRA1 inh = -2; TCR-CD3 inh = -5; mABHD4 FP = 5; UHRF1 binding = -1
# CCOc1ccc(-n2c(SCC(N)=O)nc3c([nH]c4ccccc43)c2=O)cc1 is listed as Tn7 DDE FP = -1; PRMT1 FP inh = 0; SIAE inh = 1; PG9 Ab binder = 1.6; LEDGF integ inh = -3; TDP2 absorb = 0; HTRA1 inh = -1; TCR-CD3 inh = -7; mABHD4 FP = 3; UHRF1 binding = 2

# (listing goes on)
SMILES,Tn7 DDE FP,PRMT1 FP inh,SIAE inh,PG9 Ab binder,LEDGF integ inh,TDP2 absorb,HTRA1 inh,TCR-CD3 inh,mABHD4 FP,UHRF1 binding
O=C(NCc1ccco1)c1noc2c1CCCC2,6,1,0,1.1,-2,-5,-4,-1,4,2
O=C1c2ccccc2C(=O)N1CCCn1nnc(-c2ccc(N3CCOCC3)cc2)n1,3,3,-2,-1.0,1,6,1,5,0,0
CC(OC(=O)C1CCN(S(=O)(=O)c2ccc3c(c2)OCCO3)CC1)C(=O)N(C)c1ccccc1 (centres undefined),-1,-1,-9,-0.3,-2,-1,-6,7,3,0
Cc1nn(C(C)C)c(C)c1CN1CCCC(C(=O)c2cccc(OC(C)C)c2)C1 (centres undefined),5,1,-9,-1.3,-2,-6,6,4,3,6
O=C1OCCN1C(=O)[C@H]1[C@H](c2ccccc2)C(c2ccccc2)=NN1c1ccccc1,4,-2,1,0.7,1,-1,-6,5,-1,-2
O=C(C[C@H]1C[C@H](C(=O)N2CCCCC2)[C@@]2(CCc3ccccc3)c3[nH]c4cc(-c5ccco5)ccc4c3CCN2C1=O)NCCN1CCOCC1,-5,5,5,0.4,1,-5,0,-5,7,1
COc1ncc(-c2ccc(N3C(c4ccsc4)=Cc4ccc(F)cc4C3CC(C)=O)cc2)cn1 (centres undefined),-2,2,2,-1.1,-3,6,x,2,-8,0
COC(=O)C(C)Sc1ccc2nnc(CCNS(=O)(=O)c3ccccc3)n2n1 (centres undefined),5,0,-4,1.2,0,-2,6,1,3,0
O=C(Nc1ccc(COc2ccccc2)cc1)c1cccc([N+](=O)[O-])c1,0,3,2,-1.7,-3,-4,1,-3,-2,3
Cc1ccc(S(=O)(=O)N(Cc2ccccc2)c2ccccn2)cc1[N+](=O)[O-],2,1,0,0.9,-1,-9,-14,-1,-3,2
CC1Oc2ccccc2N(Cc2cccc(F)c2)C1=O (centres undefined),6,-2,-2,0.3,-2,-7,-9,-1,-2,4
O=C(O)CCSC1CC(=O)N(c2ccccc2)C1=O (centres undefined),-1,5,1,1.9,-5,3,-2,5,1,-1
COc1ccc(-c2cc(NC(C)=O)c3ncc(-c4cccc(C(F)(F)F)c4)n3c2)c(OC)c1,5,-2,-5,0.7,0,6,x,0,-13,-6
CCc1c(C)c2c(C)[nH]nc2oc1=O,-1,4,5,0.4,1,2,6,5,5,-3
O=C(CNC(=O)c1cccc(F)c1)N/N=C/c1cc(Br)ccc1OCc1ccccc1,-3,-2,-45,-3.7,-1,-10,-34,2,-19,0
COc1ccccc1C(=O)NC(CCSC)C(=O)NCC(c1cccs1)N(C)C (centres undefined),2,5,1,-1.7,0,0,-3,1,3,3
O=C(Nc1ccccc1C(=O)O)c1cccc(NC(=O)c2ccccc2Br)c1,-3,0,-21,-1.8,1,4,-19,2,-11,0
CC(=O)N1c2ccc(S(=O)(=O)N3CCCCC3)cc2CC1C(=O)NCc1ccc(N(C)C)cc1 (centres undefined),7,-2,5,-2.7,0,6,-1,8,-1,1
COc1ccc(NC(=O)c2cc(S(=O)(=O)N3CCCCC3)c[nH]2)cc1,2,0,-3,0.7,4,-2,-3,6,-4,-3
Clc1ccccc1OCCn1ccnc1,3,-1,4,-0.6,-1,13,3,6,5,1
O=C(N/N=C/C=C\c1ccc([N+](=O)[O-])cc1)c1cccnc1,-7,-5,-1,-4.3,0,-10,x,5,-2,0
O=C(Nc1ccccc1Br)C1CCN(S(=O)(=O)c2cccs2)CC1,0,0,-3,-0.1,-2,-7,-3,1,1,0
